ARNT TACC3 PPI: disruptors of ARNT/TACC3 protein interaction, primary screen, biochemical, AlphaScreen, single concentration. Transforming acidic coiled-coil-containing protein 3 (Homo sapiens), Q9Y6A5. AlphaScreen His-ARNT PAS-B/GST-TACC3 binding, luminescence; TACC3 fragment carries E629A point mutation. inhibition, % at 9.99 µM. 390,000 tested, 0.66% active. AID 623870, 2012;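 active = mean inhibition of replicates at least 50% and at least half of replicates each reaching 50%; inconclusive = half or more replicates reach 50% but mean below 50%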;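 note: 0% = complete ARNT plus TACC3 wells and 100% = ARNT alone without TACC3; many hits fall short of the cut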
CFTR F508del cor: F508del CFTR correction, initial screen, CFBE line, single point | CFBE cells, YFP halide quenching; stimulated with forskolin plus potentiator P3; % fluorescence drop versus neutral controls | AID 720511, 2013 | activity (quench increase), % at 7.58 µM | 350,000 tested, 0.36% active;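 active = mean added fluorescence quench of at least 8% versus neutral control, with both replicates also reaching 8%; inconclusive = only one of the mean or replicate conditions met; inactive = mean below 8% and not both replicates reaching 8%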;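 note: cells transiently co-express mutant CFTR-F508del with the halide-sensitive YFP; corrector assay measuring rescue of mutant channel to the surface after 24 h compound exposure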
GSIS activator: GLuc luminescence reporter in INS-1E cells, primary screen for activators of glucose-dependent secretion of insulin; INS-1E GLuc reporter insulin secretion, 2-3 h; activation, % at 16.6 µM; 370,000 tested, 0.61% active;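 active = lowest replicate activation of at least 40%, so every replicate reaches that level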;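 note: 0% = median of neutral control wells and 100% = median of IBMX positive control wells; some compounds called inactive have numbers as strong as hits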
RAD54 branch: inhibitors of human RAD54 branch migration, primary screen, biochemical, fluorescence, single point; RAD54 Holliday junction branch migration, FAM/BHQ fluorescence; inhibition, % at 10.4 µM; 360,000 tested, 0.14% active;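 active = mean normalized replicate activity at least 40 and at least half of replicates scoring 40 or more; inconclusive = only one of the two criteria met; inactive = mean below 40 and under half of replicates reaching 40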;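 note: 0% = median of neutral control wells and 100% = median of positive control wells; inhibitors cause a drop in the FAM fluorescence signal; in these data hits start at about 50%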
Target sequence (Q92698 whole entry, looked up): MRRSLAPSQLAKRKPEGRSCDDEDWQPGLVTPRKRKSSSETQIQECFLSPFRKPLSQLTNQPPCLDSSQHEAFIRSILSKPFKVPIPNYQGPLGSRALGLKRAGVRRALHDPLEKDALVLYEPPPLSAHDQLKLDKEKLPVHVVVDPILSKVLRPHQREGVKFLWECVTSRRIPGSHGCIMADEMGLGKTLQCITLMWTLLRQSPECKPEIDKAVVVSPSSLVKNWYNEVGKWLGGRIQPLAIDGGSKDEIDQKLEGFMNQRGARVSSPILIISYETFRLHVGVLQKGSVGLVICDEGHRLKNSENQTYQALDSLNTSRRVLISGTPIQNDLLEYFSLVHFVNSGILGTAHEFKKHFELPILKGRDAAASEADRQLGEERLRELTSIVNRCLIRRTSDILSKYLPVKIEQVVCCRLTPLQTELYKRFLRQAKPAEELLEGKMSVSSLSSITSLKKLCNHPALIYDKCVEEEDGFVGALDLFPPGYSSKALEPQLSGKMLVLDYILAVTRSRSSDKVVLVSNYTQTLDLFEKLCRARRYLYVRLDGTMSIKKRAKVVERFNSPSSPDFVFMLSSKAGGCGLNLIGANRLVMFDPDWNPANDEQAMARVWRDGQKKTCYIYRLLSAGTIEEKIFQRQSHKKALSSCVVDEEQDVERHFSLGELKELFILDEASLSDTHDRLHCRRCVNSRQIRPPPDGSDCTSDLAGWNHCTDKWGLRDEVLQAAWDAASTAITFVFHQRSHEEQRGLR
esBAF inh: Bmi1 luciferase reporter increase in mESCs, primary screen, esBAF inhibitor project, mouse ES cells, Bmi1 luciferase knock-in, single point. 350,000 tested, 2% active. 24 h; 100% = twice the neutral-well signal. reporter increase, % at 12.5 µM; in the data active = activation above about 40%; inconclusive = no clear call, values can overlap the other calls;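 note: 0% = median of the plate's neutral control wells and 100% = double that signal; a rise in the Bmi1 reporter signal indicates esBAF inhibition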
ERAP1 HTS inh: human ERAP1 aminopeptidase inhibitors, primary screen, biochemical, single point, plate reader | recombinant ERAP1, Leu-AMC fluorescence, 60 min | inhibition, % at 10.7 µM | 340,000 tested, 0.15% active | AID 652197, 2013;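 active = mean replicate inhibition of at least 30%, or all replicates individually reaching that 30% level; inactive = mean below 30% and not every replicate reaching it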;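 note: 0% = neutral control wells and 100% = L-leucinethiol positive control wells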
XiGFP reactiv: activators of inactive X chromosome reactivation, primary screen, imaging, XiGFP fibroblasts, GFP high-content imaging, set 2; XiGFP mouse fibroblasts, % GFP-positive cells imaging, 3 d; cells co-treated with 5-aza-dC sensitizer; scaled so ellipticine positive control = 100%; activation, % at 7.58 µM; 360,000 tested, 0.055% active; AID 743238, 2013;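 active = mean normalized replicate activation at least 10% and every replicate at or above 10%; inconclusive = only one of the two criteria met; inactive = mean below 10% and not all replicates reach 10%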;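 note: 0% = median of on-plate neutral control wells and 100% = ellipticine 6 µM median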
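System: 68-5-11 XiGFP fibroblast line; Timing: 3 days compound exposure; Compound dosing: one concentration, pinned; Benchmarks: positive control ellipticine, 6 µM final; Buffer or medium: DMEM containing 5-aza-dC.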
RAD52 inh: RAD52 DNA annealing inhibitors, primary screen, biochemical, FRET, single point, set 2; DNA repair protein RAD52 homolog (Homo sapiens), P43351; recombinant RAD52 DNA annealing, FRET fluorescence; inhibition, % at 18.7 µM; 360,000 tested, 0.46% active;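 active = every replicate showing at least 50% inhibition; inconclusive = mean inhibition at least 50% but not in every replicate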
The depositor's hits bear a star; ? = inconclusive; . = not tested or not shown; & = joins results of further samples.

Molecule	ARNT TACC3 PPI	CFTR F508del cor	GSIS activator	RAD54 branch	esBAF inh	ERAP1 HTS inh	XiGFP reactiv	RAD52 inh
C[N+](C)(C)CC(=O)Nc1ccc(Cl)cc1C(=O)c1ccccc1	-1.5	-1.1	1.4	-4.9	0.8	4.6	0.3	-6.7
COc1ccccc1OCCCn1cc(C=O)c2ccccc21	-6.9	-3.9	8.5	4.1	?	5.5	0.0	-23.2
CN1CCN(C(=O)COc2ccc(Oc3ccccc3)cc2)CC1	-3.1	-1.3	1.8	.	.	5.1	-0.1	-7.5
CCN(CC(=O)Nc1ccc(C#N)c(Cl)c1)CC(=O)NC1CCS(=O)(=O)C1 (centres undefined)	-4.0	0.5	-3.9	-9.0	-5.6	1.5	0.0	-7.9
CC(=O)Nc1ccccc1C(=O)OCC(=O)Nc1ncccn1	-1.8	0.9	13.9	-8.6	-10.8	1.5	0.0	-27.2
Fc1ccc(CNCCc2ccccc2)cc1	.	-0.3	-4.5	.	.	-1.5	0.0	-3.3
COC(=O)C1=C(c2cccc(OCc3ccccc3)c2)C[C@@H]2CC[C@H]1N2C(=O)NCc1ccc(OC)cc1	3.6	1.3	-4.3	5.4	6.0	4.8	0.0	12.9
C[C@H](CO)N1C[C@H](C)[C@@H](CN(C)C(=O)Oc2ccc3ccccc3c2)OCc2cnnn2CCCC1=O	2.6	1.0&1.1&-1.5	6.2&0.4	4.3&-3.8	3.0&0.2&1.5	9.3&2.4	0.4&1.0	0.4&0.8
O=C1C2CCN(CC2)C1Cc1ccc(OCc2ccccc2)cc1 (centres undefined)	-6.6	1.4	5.7	.	.	-2.4	0.2	-10.2
CCCCn1c(O)c(/C=C/C=Nc2ccccc2)c(=O)[nH]c1=O	-4.7	.	19.6	-41.1	.	.	0.0	.
CSc1nnc([C@@H](N)Cc2c[nH]c3ccccc23)o1	-2.5	-1.2	-8.5	-3.2	2.5	0.2	0.0	-14.2
COc1cc(O)c2c(c1)/C=C/C[C@H](O)[C@H](O)C(=O)CCC[C@H](C)OC2=O	.	5.6	-5.2	2.3	1.7	3.3	0.0	-20.2
CSCCC(c1nnnn1Cc1ccccc1)N1CCC(n2c(=O)[nH]c3ccccc32)CC1 (centres undefined)	.	5.7	-49.0	1.9	-17.4	0.4	0.9	-4.7
CC1(C(=O)O)CC12c1ccccc1-c1ccccc12 (centres undefined)	-0.2	-0.1	-5.9	.	.	-2.1	0.3	-10.5
c1ccc2c(c1)Sc1ccccc1N2CC1CN2CCC1CC2 (centres undefined)	7.5	1.1	.	6.1	6.7	2.4	0.0	34.1
CCOC(=O)CNC(=O)N1Cc2cc(N3CCCCC3)ccc2-n2nncc2C1	.	4.5	-2.9	-7.7	-0.5	-0.2	.	-138.3
COC(=O)C1=C(c2ccccc2)C[C@@H]2CC[C@H]1N2C(=O)N1CCCCC1	1.5	0.8	-3.7	-7.6	-3.8	-4.3	0.1	-3.6
C[C@@H]1CN([C@H](C)CO)C(=O)CCCn2cc(nn2)CO[C@H]1CN(C)C(=O)Oc1cccc2ccccc12	-26.2	-1.4&-0.6&2.2	12.3	5.0&5.6	-1.8&-0.5&-5.2	-1.0&1.6	-0.1&0.0	-39.4&17.4
COc1ccc(C(CNC(=O)Cc2ccc(Cl)c(Cl)c2)N(C)C)cc1 (centres undefined)	-3.9	1.6	-8.2	.	.	-2.4	0.0	-22.4
COc1ccc(S(=O)(=O)N2Cc3cnnn3-c3ccccc3C2C#N)cc1 (centres undefined)	-0.7	0.8	11.8	-13.1	-8.0	0.2	-0.1	-3.2
CN1CCN(CC(=O)Nc2ccc([N+](=O)[O-])cc2C(=O)c2ccccc2)CC1	3.7	0.4	-4.2	.	.	4.6	-0.1	13.7
COc1ccc(C(=O)OC2CC3CCC(C2)[N+]3(C)[O-])cc1OC (centres undefined)	-4.6	0.1	-6.5	-0.5	3.7	-1.5	0.4	-10.5
Cc1ccccc1-n1c(/C=C/c2ccccn2)nc2ccccc2c1=O	27.6	3.2	-7.6	-0.9	-1.6	-3.8	0.0	-1.4
CCOP(=O)(OCC)C1(O)C(=O)Nc2ccc(Br)cc21 (centres undefined)	-8.7	.	-1.7	.	-0.4	.	-0.1	.
CCN(CCNc1ccc([N+](=O)[O-])c2cccnc12)S(=O)(=O)c1ccccc1	-15.4	.	10.8	-19.4	.	.	0.0	.
CC=Cc1ccc2n(c1=O)C[C@@H]1[C@@H](CO)[C@H](C(=O)N(C)C)[C@H]2N1C (mixture of isomers)	0.4	.	11.3	-10.9	-2.4	0.6	0.0	1.5
CCOC(=O)[C@]12Cc3cc(OC)ccc3[C@H]1N(C1CCCCC1)C(=O)c1cc(OC)ccc12	.	6.2	325.1*	.	.	.	0.0	-15.0
O=C1CN=C(c2ccccc2Cl)c2cc(Br)ccc2N1	-2.1	-2.3	1.0	.	.	.	0.0	8.7
O=C(c1cccc(Cl)c1)C1CCCN(Cc2ccon2)C1 (centres undefined)	.	-0.8	-3.1	.	.	-2.2	0.1	-9.4
COc1cccc(C2(O)CCSCC2CN(C)C)c1 (centres undefined)	-7.9	-2.0	-4.9	-7.1	.	2.4	0.0	3.0
Cc1cc(NC(=O)CCl)on1	0.6	-6.1	7.7	.	.	-1.2	0.0	-8.6
CC[C@H]1CN(C)CCc2c([nH]c3ccccc23)C(=O)C[C@@H]1/C(=C\OC)C(=O)OC	-1.1	-0.2	4.8	-0.9	2.9	.	.	-78.1
COC(=O)C1=C(c2ccc3ccccc3c2)C[C@@H]2CC[C@H]1N2C(=O)NC(C)C	2.7	4.2	-4.4	3.4	2.8	-3.4	0.0	-7.9
COC(=O)C1=C(c2ccc(-c3ccccc3)c(F)c2)C[C@@H]2CC[C@H]1N2C(=O)NC1CC1	-12.9	2.4	-19.2	-0.3	-8.9	-0.6	1.2	0.1
O=P1(NCc2ccco2)COc2ccccc2OC1	0.4	.	24.3	-17.3	-1.6	.	.	.
COCCNC(=S)N1Cc2ccccc2-n2nncc2C1	.	-2.4	0.3	2.9	-5.5	8.6	0.6	-22.2
COc1cccc2cc(-c3cc(=O)oc4ccc(OC(=O)N(C)C)cc34)oc12	-0.4	-0.6	28.3	2.0	-14.4	-1.1	0.1	-16.5
COC(=O)[C@@H]1C(OC(=O)c2ccccc2)CC2CCC1N2C (some centres undefined)	1.4	-0.4	7.7	-3.9	-2.0	0.2	.	1.2
COCCN1C(=O)/C(=C/c2c(OC)cc(OC)cc2OC)C(=O)N(c2ccccc2)C1=O	-3.8	-0.2	-6.6	-1.1	.	6.9	-0.6	-48.4
CC/C(=N\Nc1ccccc1)c1c(O)n(-c2ccccc2)c(=O)[nH]c1=O	-2.5	1.6	.	9.6	2.7	4.0	0.0	-21.0
CCOC(=O)C(O)(c1ccc(NC(=O)NC2CCCCC2)cc1)C(F)(F)F (centres undefined)	-5.3	.	-1.7	-9.2	45.6*	.	.	.
COc1ccc(NC(=O)N2C[C@@H]3C[C@@H](C2)c2cccc(=O)n2C3)c(OC)c1	-4.0	-1.3	6.1	-2.3	-3.8	-0.5	.	2.9
O=c1[nH]c(=O)n(Cc2ccco2)c(O)c1C=NCc1ccc2c(c1)OCO2	-1.3	.	62.9	-7.1	-5.1	.	.	.
O=c1[nH]c(=S)n(-c2ccccc2)c(O)c1/C=N/N1CCCCC1c1cccnc1 (centres undefined)	-4.9	4.1	-8.8	-29.6	2.6	.	-0.1	-392.0
CC1(C)C[C@H]2C=C(C=O)[C@]3(C=O)C[C@]3(C)[C@H]2C1	1.7	-3.4	.	-8.2	-53.7	4.0	.	-12.2
CC(C)Oc1cccnc1N(C)C1CCN(Cc2ccccc2)CC1	3.7	-9.1	.	-1.4	4.6	-6.6	1.6	-12.6
O=C1C2CCCC1C(N1CCCCC1)CC2 (centres undefined)	23.2	2.1	5.8	-7.3	-2.0	-0.9	0.0	-8.6
COc1ccc(C(c2nnnn2-c2c(C)cccc2C)N2CCC(n3c(=O)[nH]c4ccccc43)CC2)cc1 (centres undefined)	.	-2.3	-19.5	6.9	-3.9	.	0.0	-24.5

2 records drawn at random from those above:
Molecule	ARNT TACC3 PPI	CFTR F508del cor	GSIS activator	RAD54 branch	esBAF inh	ERAP1 HTS inh	XiGFP reactiv	RAD52 inh
COc1ccc(C(c2nnnn2-c2c(C)cccc2C)N2CCC(n3c(=O)[nH]c4ccccc43)CC2)cc1 (centres undefined)	.	-2.3	-19.5	6.9	-3.9	.	0.0	-24.5
CC(C)Oc1cccnc1N(C)C1CCN(Cc2ccccc2)CC1	3.7	-9.1	.	-1.4	4.6	-6.6	1.6	-12.6

The results go on:
Molecule	ARNT TACC3 PPI	CFTR F508del cor	GSIS activator	RAD54 branch	esBAF inh	ERAP1 HTS inh	XiGFP reactiv	RAD52 inh
Nc1ccc(Cl)cc1C(=O)c1ccccc1	.	.	35.7	.	.	3.3	0.3	-7.9
Cc1ccsc1C(=O)C1CCCN(Cc2ccc(-n3cccn3)cc2)C1 (centres undefined)	7.8	0.2	-2.7	.	.	-1.3	-0.1	-8.1
NNc1n[nH]c(=S)n1N	40.6	0.1	-10.7	2.9	.	14.2	0.0	-0.5
CSc1ncc(CN2CCCC(C(=O)c3cccc(Cl)c3)C2)cn1 (centres undefined)	2.8	3.1	1.1	-5.0	0.2	-3.3	0.1	0.4
O=C1NC(=O)N(Cc2ccco2)C(=O)/C1=C\c1cccn1CCOc1ccc(Cl)cc1	.	.	-21.7	.	.	-1.3	0.4	-93.5
C[C@@H]1CN([C@@H](C)CO)C(=O)CCCn2cc(nn2)CO[C@H]1CN(C)C(=O)Oc1ccc2ccccc2c1	-0.7	-7.1&1.6	11.0	-8.1&-1.7	0.5&3.1	-1.8&-3.0	0.1&0.3	-15.3&-1.1
O=C(CN1CCCCC1)c1ccc(OC(F)F)cc1	-3.1	-0.9	6.4	-4.7	11.8	-0.5	0.0	2.2
CC[n+]1c(/C=C/N(C)c2ccccc2)sc2ccc(Cl)cc21	2.4	.	-34.1	15.0	-25.7	.	.	.
O=C(O)[C@H]1[C@H](CO)[C@H]2Cn3c(ccc(-c4cccnc4)c3=O)[C@@H]1N2S(=O)(=O)c1ccccc1F	-16.0	-0.2	11.3	13.6	-9.0	3.5	0.5	-3.6
CC(C)CC(NC(=O)CCCNC(=O)CCC(=O)OC1O[C@H]2OC3(C)CC[C@H]4[C@H](C)CCC(C1C)C24OO3)C(=O)O (some centres undefined)	-24.7	4.0	-14.6	-6.2	-31.3	-1.6	0.0	-10.4
COc1cccc2c1O[C@H]1C(=O)CC[C@H]3CN(C)CCC231 (some centres undefined)	-4.7	-2.6	11.3	-6.7	-2.9	-3.5	0.0	-1.9
Cc1ccc(NC(=S)NCCc2cnc[nH]2)cc1C	-0.8	2.1	4.1	.	.	-6.4	0.2	-5.3
COP(=O)(OC)C(NC(C)=O)C(Cl)(Cl)Cl (centres undefined)	-1.7	1.6	7.6	.	.	0.4	0.0	1.5

The list is partial (hit frequency here may not be typical).
